MEP2-GFP yeast: yeast TOR pathway MEP2-GFP modulation; GFP response vs DMSO, % at 10 µM; S. cerevisiae MEP2-GFP strain, flow cytometry GFP, 3 h; 100% = DMSO control level; 330,000 tested, 0.51% active; AID 2016;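 active = GFP response versus DMSO above a set limit, roughly screen mean plus 3 SD, cut at about 180% in these data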;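 also: median GFP fluorescence of the barcode-gated MEP2-GFP cells per well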
GRK2 aptamer HTS: inhibitors of human GRK2 displacing RNA aptamer | 330,000 tested, 0.59% active | bead flow cytometry, FAM-aptamer displacement from GRK2 | P25098 | inhibition of aptamer binding, % at 10 µM;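 active = inhibition of aptamer binding above 40%, roughly 3 SD of noise, on plates passing a quality check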;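 also: median bead fluorescence of bound FAM aptamer so fluorescent compounds give negative values; no value below 0 was filed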
Target sequence (P25098 whole entry, looked up): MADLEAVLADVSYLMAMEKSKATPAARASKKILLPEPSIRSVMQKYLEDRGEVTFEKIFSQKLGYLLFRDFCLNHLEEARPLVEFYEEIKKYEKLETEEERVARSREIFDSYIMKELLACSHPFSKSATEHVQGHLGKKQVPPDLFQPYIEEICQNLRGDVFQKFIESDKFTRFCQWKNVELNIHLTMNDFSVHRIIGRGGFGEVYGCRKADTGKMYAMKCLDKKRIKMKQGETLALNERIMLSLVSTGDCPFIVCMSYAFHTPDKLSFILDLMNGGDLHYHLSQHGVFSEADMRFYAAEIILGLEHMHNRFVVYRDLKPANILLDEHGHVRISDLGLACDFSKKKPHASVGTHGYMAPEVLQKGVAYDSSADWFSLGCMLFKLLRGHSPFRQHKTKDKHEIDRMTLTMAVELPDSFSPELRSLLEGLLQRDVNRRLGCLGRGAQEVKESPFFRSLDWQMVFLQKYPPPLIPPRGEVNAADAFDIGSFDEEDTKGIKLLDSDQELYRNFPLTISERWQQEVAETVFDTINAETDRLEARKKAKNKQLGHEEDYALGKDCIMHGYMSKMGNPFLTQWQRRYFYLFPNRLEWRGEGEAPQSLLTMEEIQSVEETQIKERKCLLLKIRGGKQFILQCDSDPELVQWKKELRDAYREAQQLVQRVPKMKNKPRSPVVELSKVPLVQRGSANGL
CIT2-GFP yeast: modulators of TOR pathway CIT2-GFP in S. cerevisiae. S. cerevisiae CIT2-GFP strain, flow cytometry, 3 h; 100 means same as DMSO wells. GFP response vs DMSO, % at 10 µM. 320,000 tested, 0.065% active. AID 2029;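 active = GFP response relative to DMSO above a set limit, near the screen mean plus 3 SD, cut at about 150% in these data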;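 also: ratio of well median GFP fluorescence to mean of DMSO wells on the plate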
VLA-4 inh: inhibition in a human VLA-4 binding assay; P13612; VLA-4 expressing cells, ligand binding flow cytometry; inhibition, % (about 7 µM as worked out from the volumes in the protocol); 330,000 tested, 0.2% active; in the data active = inhibition above about 50%
AGP1-GFP MLPCN: modulators of TOR pathway AGP1-GFP in S. cerevisiae. GFP response vs DMSO, % at 10 µM. S. cerevisiae AGP1-GFP multiplex flow cytometry, 3 h; GFP as percent of DMSO wells. 320,000 tested, 0.02% active;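 active = GFP response relative to DMSO above a set limit, near screen average plus 3 SD, cut at about 150% in these data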;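 also: median GFP channel fluorescence of the gated AGP1 strain per well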
CR mimetic SO: lowers age-related superoxide in aged yeast cells | S. cerevisiae aged cells, superoxide DHE fluorescence; stronger effect = lower value | superoxide response (% of plate mean), % at 10 µM | 330,000 tested, 0.18% active | AID 2690;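 active = superoxide response under a set limit, about three screen SD below normal, cut at about 65% in these data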;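 also: yeast aged for seven days with compound at 30 °C before DHE staining; 100% = average MFI of all compound-treated wells on the plate with controls excluded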
LAP4-GFP MLPCN: modulators of TOR pathway LAP4-GFP in S. cerevisiae | AID 2023 | GFP response vs DMSO, % at 10 µM | 320,000 tested, 0.34% active | S. cerevisiae LAP4-GFP multiplex, flow cytometry GFP, 3 h; median GFP as percent of DMSO wells;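 active = GFP response vs DMSO above a set limit, about the screen mean plus 3 SD, cut at about 150% in these data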
RPL19A TOR yeast: yeast TOR pathway RPL19A-GFP modulation; percent response vs DMSO, % at 10 µM; 330,000 tested, 0.3% active; S. cerevisiae RPL19A-GFP strain, flow cytometry, 3 h; stronger effect = lower value;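 active = percent response vs DMSO below 50%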;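 also: median channel GFP fluorescence of the barcoded RPL19A-GFP strain; ratio of sample median GFP to plate DMSO average so 100% = DMSO; lower means less RPL19A-GFP as with rapamycin TOR inhibition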
Numbers without * were called inactive; . = no result given.

The opening 4 records as a preview:
SMILES	MEP2-GFP yeast	GRK2 aptamer HTS	CIT2-GFP yeast	VLA-4 inh	AGP1-GFP MLPCN	CR mimetic SO	LAP4-GFP MLPCN	RPL19A TOR yeast
S=C(NCCc1ccccc1)Nc1ccccc1	88.7	6.0	99.0	-10.4	93.6	95.4	95.8	93.7
Cc1ccc(F)cc1NC(=O)N1c2ccccc2NC(=O)CC1C (stereo not drawn)	93.0	1.0	99.2	17.8	97.5	106.5	103.1	94.0
COc1cc(O)c(C(C)=O)c(CC(=O)O)c1	105.2	20.0	96.2	-12.0	98.9	106.3	99.9	97.9
COc1cc(C(=S)N2CCOCC2)cc(OC)c1OC(=O)c1cc([N+](=O)[O-])cc([N+](=O)[O-])c1	100.2	5.0	99.3	-7.1	99.9	110.2	97.5	96.4

The listing, previewed entries included:
SMILES	MEP2-GFP yeast	GRK2 aptamer HTS	CIT2-GFP yeast	VLA-4 inh	AGP1-GFP MLPCN	CR mimetic SO	LAP4-GFP MLPCN	RPL19A TOR yeast
S=C(NCCc1ccccc1)Nc1ccccc1	88.7	6.0	99.0	-10.4	93.6	95.4	95.8	93.7
Cc1ccc(F)cc1NC(=O)N1c2ccccc2NC(=O)CC1C (stereo not drawn)	93.0	1.0	99.2	17.8	97.5	106.5	103.1	94.0
COc1cc(O)c(C(C)=O)c(CC(=O)O)c1	105.2	20.0	96.2	-12.0	98.9	106.3	99.9	97.9
COc1cc(C(=S)N2CCOCC2)cc(OC)c1OC(=O)c1cc([N+](=O)[O-])cc([N+](=O)[O-])c1	100.2	5.0	99.3	-7.1	99.9	110.2	97.5	96.4
CCOc1ccc2c(c1)sc(N)[n+]2Cc1cc(C)cc2cccnc12	106.4	0.0	110.4	5.9	105.8	99.3	96.4	102.7
CCOc1ccc(C(=O)NCC(=O)N2CCCCCCC2)cc1	98.9	0.0	95.3	8.5	98.3	91.0	94.8	91.9
COCCNC(=O)c1c[nH]c2ccc(OC)cc2c1=O	94.2	1.0	95.8	7.8	93.9	107.5	93.6	94.9
CCOc1ccc(S(=O)(=O)Nc2cccc(C(=O)N3CCN(c4cccc(OC)c4)CC3)c2)cc1	91.6	0.0	99.1	-9.7	99.9	99.9	95.9	95.4
O=C(CCCCn1c(=O)[nH]c2ccccc2c1=O)N1CCN(c2ncccn2)CC1	98.9	2.0	92.8	39.6	96.3	95.9	102.4	100.5
CSc1nc2nc(-c3ccccc3)cc(C(F)(F)F)n2n1	91.8	1.0	90.2	-8.3	79.9	108.2	83.4	82.5
COC(=O)C/C(N)=C(\C#N)C(=O)OC	114.3	0.0	99.4	-1.0	111.3	101.9	124.5	101.7
O=C(N/N=C1/CCc2ccccc21)C1CC1	102.4	1.0	111.4	9.8	107.8	97.4	107.8	112.7
O=C(Nc1nc(-c2cccc(Br)c2)cs1)Oc1ccccc1	98.5	0.0	93.8	18.0	91.9	89.1	95.2	94.8
COC(=O)c1ccc(Cl)c(NC(=O)CSc2ncn[nH]2)c1	90.3	0.0	90.8	-0.1	.	101.9	88.3	86.3
Cc1ccc(N(CC(=O)NC(C)c2ccccc2)S(=O)(=O)c2c(C)n[nH]c2C)cc1 (stereo not drawn)	105.7	2.0	102.0	12.3	101.8	127.7	94.7	100.2
Cc1cc(C)c(S(=O)(=O)Nc2ccc(C(=O)O)cc2)cc1S(=O)(=O)Nc1ccc(C(=O)O)cc1	112.3	1.0	106.7	0.9	113.3	98.4	114.6	102.9
O=C(Nc1ccccc1)c1ccccc1CC[N+](=O)[O-]	104.9	0.0	98.7	13.3	106.0	116.1	109.6	100.0
COC(=O)c1ccc(C2/C(=C(/O)c3ccc(OC)cc3)C(=O)C(=O)N2Cc2ccco2)cc1 (stereo not drawn)	94.0	0.0	100.3	3.9	96.5	126.7	91.9	95.9
O=C(c1cc(COc2ccc(F)cc2Cl)on1)N1CCCC(c2ccccc2)C1 (stereo not drawn)	101.1	0.0	98.9	-6.8	115.8	98.4	124.1	107.7
CCCCCN(C(=O)CCC(=O)OCC(=O)N1CCCCC1)c1c(N)n(CCCC)c(=O)[nH]c1=O	112.8	7.0	111.7	17.6	104.6	101.5	107.1	111.4
CN(C)c1ccc(C(CC(=O)O)NC(=O)c2ccc(Cl)cc2)cc1 (stereo not drawn)	104.6	0.0	102.8	21.7	105.8	116.3	104.9	105.1
CC(=O)c1c(N(C)C)ccnc1C(F)(F)F	105.8	0.0	102.9	-6.1	106.4	94.1	110.0	99.8
CCOC(=O)C1CCCN(CC(=O)Nc2nccs2)C1 (stereo not drawn)	102.1	0.0	104.0	-8.2	101.2	99.7	90.5	103.8
CCCn1c(=O)c2ccccc2n2c(SCc3c(C(=O)OCC)oc4ccccc34)nnc12	96.3	0.0	97.8	-12.0	99.2	106.5	104.5	98.3
COc1ccc(C(=O)NCCc2ccccn2)cc1S(=O)(=O)Nc1ccc(Br)cc1	98.4	9.0	95.5	-1.0	96.0	90.2	90.1	95.7
CCCCn1c(SCC(=O)N2CCCCC2)nc2cc(S(N)(=O)=O)ccc21	103.6	2.0	96.5	1.6	103.8	96.1	95.4	102.5
Cc1ccc(NC(=S)NC(NC(=O)c2ccco2)C(Cl)(Cl)Cl)cc1 (stereo not drawn)	92.1	1.0	90.0	-16.2	100.3	103.0	104.4	97.4
COc1ccc(S(=O)(=O)Nc2ccccc2C)cc1	96.5	2.0	104.0	-5.0	86.1	97.8	100.7	98.3
COc1ccc(CCNC(=O)CSc2nnc3ccc(-c4cccnc4)nn23)cc1OC	112.7	4.0	88.8	-5.0	94.3	94.9	103.0	94.7
Fc1ccccc1N1CCN(c2cnc3ccccc3n2)CC1	91.3	0.0	83.5	13.3	89.2	97.7	90.9	89.0
CSc1ccc(C(=O)C2CCCN(S(=O)(=O)N(C)C)C2)cc1 (stereo not drawn)	88.8	0.0	111.0	4.7	86.0	84.1	104.0	95.9
O=C(O)CCCCCNC(=O)CSc1nnc(-c2ccco2)n1-c1ccccc1	105.6	0.0	100.5	3.6	102.7	110.9	100.3	108.9
COc1ccc(CCN(C)C(=O)CSc2nnnn2C)cc1OC	105.6	3.0	109.0	5.5	114.1	105.4	95.9	105.7
COC(=O)c1ccc(C(c2c(C)[nH][nH]c2=O)c2c(C)[nH][nH]c2=O)cc1	104.9	3.0	110.7	6.3	99.0	100.6	91.1	105.8
O=[N+]([O-])c1cc2c(cc1[N+](=O)[O-])OCCOCCOCCOCCO2	104.7	1.0	106.9	1.8	102.2	97.2	96.4	104.3
CCOc1cc(/C=C2/SC(=S)N(C)C2=O)ccc1Oc1ccc([N+](=O)[O-])cc1[N+](=O)[O-]	102.2	0.0	106.5	3.8	110.3	100.1	104.0	102.6
COc1cc(F)c(C2=CC(=O)C[C@H](c3ccc(F)cc3)C2)cc1F	96.1	0.0	97.6	7.9	91.7	99.5	99.5	96.0
COC(=O)c1ccc(Oc2nc(NC(C)(C)C)nc(N3CCOCC3)n2)cc1	102.0	0.0	106.2	18.1	96.3	96.5	98.7	107.8
COc1ccc(C(=O)Nc2ccc(C3(C#N)CCCC3)cc2)cc1	99.3	4.0	88.0	0.0	102.7	100.5	104.2	96.1
Cc1ccc(-c2csc(NC(=S)NC(=O)c3cc4ccccc4o3)n2)cc1	90.8	0.0	90.6	15.0	91.3	109.1	86.2	97.3
Cc1cc(NS(=O)(=O)c2ccc(NC(=O)CCSc3ccc(F)cc3)cc2)nc(C)n1	97.0	0.0	92.8	3.6	100.3	102.1	102.1	95.6
COc1cc2c(cc1OC)CN(C(=O)COc1ccccc1[N+](=O)[O-])CC2	105.6	0.0	100.3	-0.6	102.9	88.6	94.4	101.5
CCC(=O)Nc1cccc(NC(=O)c2ccc(C)c([N+](=O)[O-])c2)c1	97.3	4.0	99.7	-2.5	97.4	102.6	97.6	95.6
CCC1=CC(c2ccccc2)n2ncnc2N1 (stereo not drawn)	108.2	1.0	100.5	1.0	112.6	84.4	97.6	102.5
CC1CCCCC12NC(=O)N(CC(=O)OCC(=O)NC(=O)c1ccccc1)C2=O (stereo not drawn)	98.0	0.0	107.8	-3.0	101.2	152.9	99.8	94.8
CC1CCCCN1C(=O)CCS(=O)(=O)c1cccc2nonc12 (stereo not drawn)	104.5	3.0	104.5	-1.1	93.6	87.2	104.3	109.4
Cn1c(=O)c2sccc2n2c(CCCC(=O)NCCc3ccccc3)nnc12	99.1	9.0	93.7	1.0	87.8	94.2	83.0	94.8
COc1ccc(CCn2c(=N)c(C(=O)NCC3CCCO3)cc3c(=O)n4cccc(C)c4nc32)cc1OC (stereo not drawn)	96.4	1.0	98.2	-3.0	101.1	115.3	102.7	96.1
O=C(N=C1SC2CS(=O)(=O)CC2N1Cc1ccc(Cl)cc1)C1CCCO1 (stereo not drawn)	100.0	0.0	97.4	3.3	93.2	89.8	91.6	95.6
CCc1ccc(N2CC(C(=O)N3CCN(c4ccccn4)CC3)CC2=O)cc1 (stereo not drawn)	81.9	0.0	83.9	0.2	92.6	105.3	135.3	80.8
COc1ccc(S(=O)(=O)NCC(c2ccc3c(c2)OCO3)N2CCN(C)CC2)cc1OC (stereo not drawn)	91.0	1.0	87.5	4.3	107.0	102.0	101.1	93.8
Cc1cccc(C(=O)Nc2sc(C)c(-c3ccccc3)c2C#N)c1	94.2	0.0	87.8	-6.9	94.4	103.2	93.1	97.7
O=C(Nc1ccccc1C(=O)N1CCCCC1)NC1CCCCC1	98.6	2.0	104.7	0.8	102.7	98.3	107.4	99.1
O=C(Nc1ccc(Nc2ccccc2)cc1)c1cc([N+](=O)[O-])ccc1Cl	103.7	0.0	99.9	19.4	96.9	102.9	95.0	96.5
CN(CCN1CCOCC1)Cc1nc(-c2ccccc2)no1	110.7	1.0	101.1	3.9	114.4	92.6	108.2	104.7
COc1ccc(-n2c(=O)c(CCC(=O)N(C)Cc3cccs3)nc3ccccc32)cc1	100.6	2.0	96.9	4.1	103.6	99.4	104.0	95.1
CCOC(=O)C1C(=O)CC(O)(c2ccccc2)CC1c1ccccc1 (stereo not drawn)	101.0	4.0	105.6	8.6	102.1	98.5	103.1	96.5
CCc1ccc(NC(=O)C(=O)c2cn(CC(=O)N3CCCCC3)c3ccccc23)cc1	121.2	1.0	102.4	22.7	97.1	88.4	103.5	100.7
Cc1cccc2nc(-c3ccco3)c(Nc3ccc4c(c3)OCCO4)n12	107.5	2.0	92.3	-0.8	94.6	101.1	97.1	94.3
COc1ccc(NC(=O)CS(=O)CC(=O)NCC2OCCc3ccccc32)cc1 (stereo not drawn)	100.8	0.0	100.9	-8.2	101.9	69.2	99.7	97.6
The results go on.
SMILES	MEP2-GFP yeast	GRK2 aptamer HTS	CIT2-GFP yeast	VLA-4 inh	AGP1-GFP MLPCN	CR mimetic SO	LAP4-GFP MLPCN	RPL19A TOR yeast
CN(C)Cc1c(C(=O)N/N=C/c2cccc3ccccc23)nnn1-c1nonc1N	98.4	0.0	95.7	-8.1	100.3	92.2	102.3	97.7
CCOC(=O)/C(=C/C=C1\Sc2ccccc2N1CC)C(C)=O	102.0	0.0	86.2	1.3	86.1	94.7	107.9	93.0
COCCn1c(SCC(=O)Nc2nc(C)c(Cl)cc2Cl)nc2ccccc21	94.1	0.0	90.7	-2.2	92.1	102.6	96.5	95.2
COc1ccccc1NC(=O)CCCCC(=O)Nc1ccccc1OC	107.2	0.0	99.6	3.9	93.7	92.7	97.6	98.2
O=C(O)CSCC(=O)NCc1csc2ccc(Cl)cc12	92.3	1.0	100.1	-2.9	99.0	107.8	97.8	92.8
O=C(NCc1ccccc1F)c1ccncc1	97.6	0.0	104.2	9.3	96.1	91.6	93.6	93.1

Quoted at random: 2 records from the list
SMILES	MEP2-GFP yeast	GRK2 aptamer HTS	CIT2-GFP yeast	VLA-4 inh	AGP1-GFP MLPCN	CR mimetic SO	LAP4-GFP MLPCN	RPL19A TOR yeast
CCOC(=O)/C(=C/C=C1\Sc2ccccc2N1CC)C(C)=O	102.0	0.0	86.2	1.3	86.1	94.7	107.9	93.0
COc1ccccc1NC(=O)CCCCC(=O)Nc1ccccc1OC	107.2	0.0	99.6	3.9	93.7	92.7	97.6	98.2

Screening data: PubChem BioAssay, NMMLSC
